NPC1 prom act = activators of NPC1 promoter; Huh7 NPC1 promoter luciferase reporter, 24 h; Potency, µM (doses to about 9.22 µM), inactives show top-dose activation, hits mostly activators; hit rate 2.4% among 320,000;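 further: potency means the concentration at half of the fitted maximal effect; % of control where 0% means no effect; nearly all actives have a fitted effect of over 60% in size; reporter is driven by a mutant NPC1 promoter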
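Compounds in DMSO were transferred onto Huh7 NPC1-luciferase reporter cells pre-incubated 2 h; after 24 h at 37 °C, Amplite reagent was dispensed and luminescence recorded 10 min later.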
Tb PFK inh = blocks T. brucei phosphofructokinase; Potency, µM (series often up to 57.5 µM), without a hit: top-dose activity, negative = inhibition, actives largely listed as inhibitors; hit rate 0.17% among 330,000; T. brucei PFK, ADP-Glo luminescence; AID 485367; O15648;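 further: potency means the concentration at half of the fitted maximal effect; 0% = uninhibited 1x PFK enzyme wells and -100% = no-enzyme wells; nearly all actives have a fitted effect of over 60% in size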
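PFK 1.25 nM, F6P 0.5 mM, ATP 0.1 mM, 0.1 M TEA pH 8.0, 5 mM MgCl2, 0.01% Tween20, 0.1% BSA; 45 min RT. ADP-Glo readout. qHTS titration up to 57 uM; curves fitted, compounds curve-classed.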
FLuc counter = inhibits or activates purified firefly luciferase, miR-21 counter-screen; P08659; purified FLuc, Km substrates, luminescence inhibition; Potency, µM (top dose mostly 57.5 µM), inactives show top-dose activity change, negative = inhibition, usual class: inhibitors; hit rate 6.9% among 360,000; AID 588342;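 further: potency means the concentration at half of the fitted maximal effect; plate controls were vehicle for no effect and reference inhibitor for full effect; nearly all actives have a fitted effect of over 55% in size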
Target sequence (P08659 whole entry, looked up): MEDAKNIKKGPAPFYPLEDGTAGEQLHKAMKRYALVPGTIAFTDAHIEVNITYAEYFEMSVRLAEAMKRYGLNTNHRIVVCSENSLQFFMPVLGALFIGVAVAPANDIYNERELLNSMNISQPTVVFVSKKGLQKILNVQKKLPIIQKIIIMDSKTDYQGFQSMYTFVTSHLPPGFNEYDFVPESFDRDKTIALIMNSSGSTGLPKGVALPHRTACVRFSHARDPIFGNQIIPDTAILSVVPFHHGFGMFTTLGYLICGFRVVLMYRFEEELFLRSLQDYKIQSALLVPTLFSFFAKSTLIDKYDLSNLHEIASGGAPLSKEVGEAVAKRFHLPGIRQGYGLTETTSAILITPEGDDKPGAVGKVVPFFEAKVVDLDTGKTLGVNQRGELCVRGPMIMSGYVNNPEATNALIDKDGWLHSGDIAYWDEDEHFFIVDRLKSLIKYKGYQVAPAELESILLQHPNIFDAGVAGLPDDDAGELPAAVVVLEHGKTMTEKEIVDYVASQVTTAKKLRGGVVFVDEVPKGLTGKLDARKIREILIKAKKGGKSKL
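Purified P. pyralis luciferase (10nM final) with 10uM D-luciferin and 10uM ATP (Km levels) in 50mM Tris acetate pH 7.5, 10mM Mg acetate, 0.01% Tween-20, 0.05% BSA; qHTS 6-point titration, ~60 µM downward; luminescence read.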
BRCA1 expr up = activators of BRCA1 expression; AID 624202; Potency, µM (highest dose often 46.1 µM), for the others: at the highest dose activation, usual class: activators; hit rate 1.1% among 380,000; MCF7-BRCA1-FFLuc reporter, luminescence, 48 h; response scale: scaled: vehicle 0%, 10 µM genistein 100%; further: potency means the concentration at half of the fitted maximal effect; nearly all actives have a fitted effect of over 80% in size; some results filed as inactive show a strong effect at the top dose
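Quantitative HTS in MCF7 cells stably reporting BRCA1 expression via firefly luciferase. Compound treatment lasts 48 h at 37 °C in phenol-red free MEM. Activation is expressed relative to genistein at 10 microM and DMSO.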
RORgamma inh = inhibitors of mouse ROR gamma transcriptional activity. Drosophila S2 Gal4-RORgamma UAS-luciferase reporter, 20 h. Potency, µM (top dose mostly 53.6 µM), for inactives: at the highest dose activity change, negative = inhibition, most hits filed as inhibitors. hit rate 5.4% among 310,000; further: potency means the concentration at half of the fitted maximal effect; on the % scale 0 is the no-effect control and ±100 the full control effect; nearly all actives have a fitted effect of over 60% in size
Target sequence (P51450 whole entry, looked up, the tested form may be a part): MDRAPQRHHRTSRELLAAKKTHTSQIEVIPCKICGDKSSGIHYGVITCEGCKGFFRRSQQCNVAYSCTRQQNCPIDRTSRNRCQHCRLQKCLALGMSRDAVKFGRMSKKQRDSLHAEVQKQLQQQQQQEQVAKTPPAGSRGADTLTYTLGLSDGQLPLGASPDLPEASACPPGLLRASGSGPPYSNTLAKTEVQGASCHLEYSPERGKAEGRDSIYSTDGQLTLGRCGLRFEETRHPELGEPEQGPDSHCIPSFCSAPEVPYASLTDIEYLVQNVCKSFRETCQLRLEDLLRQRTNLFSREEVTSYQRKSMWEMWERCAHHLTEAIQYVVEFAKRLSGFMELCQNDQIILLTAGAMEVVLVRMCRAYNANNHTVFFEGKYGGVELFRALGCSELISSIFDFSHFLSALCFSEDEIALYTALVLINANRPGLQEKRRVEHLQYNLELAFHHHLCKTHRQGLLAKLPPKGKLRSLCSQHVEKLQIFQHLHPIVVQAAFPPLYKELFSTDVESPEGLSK
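Stable Schneider cell line, Gal4 DNA-binding domain fused to ROR gamma, UAS-luciferase. Cmpd 1 hr RT → CuSO4 700 uM final → 20 hr RT → luciferase reagent 10 min → luminescence.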
p53 reactivator = re-activators of mutant p53; AID 504706; H1299 p53-A138V BP100-luciferase reporter, luminescence, 24 h; Potency, µM (highest dose often 92.2 µM), for the others: at the top dose activity change, positive = activation, usual class: activators; hit rate 0.063% among 320,000; further: potency means the concentration at half of the fitted maximal effect; % of control where 0% means no effect; nearly all actives have a fitted effect of over 45% in size
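p53-null H1299 cells stably carrying temperature-sensitive p53-A138V and a BP100-luciferase reporter were pinned with compounds (4-point, 1:5 series) and held 24 hrs at 37 deg C. Luminescence was read 10 min after detection reagent.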
TRPV1 agonist = human TRPV1 agonism; TRPV1-expressing cells, Fluo-8 calcium influx, agonist mode; activation, % at 8.33 µM; hit rate 0.19% among 320,000; in the data active means activation above about 80%; inconclusive means between about 30% and that limit; further: 0% is about no effect
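Cells expressing TRPV1 were dye-loaded with Fluo-8 and read kinetically: 10 s baseline, 3 min after compound (agonist portion), then 2 min after EC20 capsaicin (allosteric enhancer portion). Calcium-bound dye fluorescence at 480/520 nm.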
ELG1 genotox = inducers of genotoxicity in HEK293T ELG1-luciferase cells. HEK293T ELG1-luciferase reporter, luminescence, 16 h. Potency, µM (top dose mostly 46 µM), for the others: top-dose activity change, positive = activation, actives largely listed as activators. hit rate 1.3% among 330,000. AID 504466; further: potency means the concentration at half of the fitted maximal effect; % of control where 0% means no effect; nearly all actives have a fitted effect of over 60% in size
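Luminescence read-out: rising ELG1-luciferase signal, reflecting elevated ELG1 protein under genetic stress, flags genotoxic compounds. Cells were treated for 16 hr at 37 °C before ONE-Glo detection.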
Rab9 prom act = activators of Rab9 promoter; AID 485297; hit rate 2.8% among 320,000; Huh7 Rab9 promoter-luciferase reporter, luminescence, 24 h; Potency, µM (doses to about 9.22 µM), for the others: at the highest dose activation, negative = inhibition, most hits filed as activators; further: potency means the concentration at half of the fitted maximal effect; % of control where 0% means no effect; nearly all actives have a fitted effect of over 60% in size
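Luciferase signal after 10 min detection reagent at ambient indicates Rab9 promoter upregulation; stably transfected Huh7 cells were treated 24 h with compound in DMSO at 37 °C, 5% CO2.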
ELG1 DNA repair = ELG1-dependent DNA repair inhibition | HEK293T ELG1-luciferase reporter, luminescence, 16 h; DNA damage induced by 5-fluorouridine | Potency, µM (highest dose often 46.1 µM), for the others: at the top dose activity change, negative = inhibition, most hits filed as inhibitors | hit rate 2.3% among 330,000 | AID 504467; further: potency means the concentration at half of the fitted maximal effect; on the % scale 0 is the no-effect control and ±100 the full control effect; nearly all actives have a fitted effect of over 55% in size
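Quantitative HTS, concentration-response format. 2,000 cells/well co-treated with 5-fluorouridine and compound, 16 hr in 5% CO2 at 37 °C; ONE-Glo luminescence read after 30 min.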
VP16 counter = counter-screen for ROR gamma inhibitors: Gal4-VP16 reporter | Drosophila S2 Gal4-VP16 UAS-luciferase, luminescence, 20 h | Potency, µM (doses to about 53.6 µM), for inactives: at the highest dose activity, negative = inhibition, actives largely listed as inhibitors | hit rate 3.5% among 310,000;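 further: Gal4-VP16 expression switched on by copper sulfate through the metallothionein promoter; potency means the concentration at half of the fitted maximal effect; on the % scale 0 is the no-effect control and ±100 the full control effect; nearly all actives have a fitted effect of over 50% in size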
* hit, by the source's call; ? = inconclusive; . = not tested or not shown; [ ] = another dose, or the depositor's remark. Unless noted, the call rests on the fitted dose curve; in most records, active means well fitted curve in the direction sought with a large enough effect; inconclusive means small, poorly fitted or top-dose-only effect, or another doubt; inactive means no such curve, though single readings can be large; an effect the other way counts as inactive or inconclusive.

SMILES	NPC1 prom act	Tb PFK inh	FLuc counter	BRCA1 expr up	RORgamma inh	p53 reactivator	TRPV1 agonist	ELG1 genotox	Rab9 prom act	ELG1 DNA repair	VP16 counter
CN1CCC(OC(=O)COc2ccc(Cl)cc2Cl)CC1	0%	-6%	-7%	-19%	-3%	3%	2	-4%	-7%	11%	-11%[10 µM]
O=C(NC1CCN(C(=O)Nc2ccccc2)CC1)C1CCCCC1	-4%	1%	0%	-12%	?	4%	3	-2%	-2%	5%	3%
CCCCN(CCCNC(=O)CN1C(=O)COc2ccccc21)c1ccccc1	2%	0%	11%	-1%	-3%	-16%	-3	-3%	-9%	2%	?
O=C1CCC([N+](=O)[O-])C(c2cc3c(cc2Cl)OCO3)N1 (stereo not given)	-1%	0%	0%	1%	-20%	-1%	6	-1%	-1%	2%	-13%
O=C(Nc1ccccc1NC(=O)c1ccccc1Cl)c1ccccc1Cl	-1%	-3%	1%	-13%	11%	-7%	6	-3%	-2%	-15%	-8%
COc1ccc(-c2cn3cccnc3n2)cc1NC(=O)C(C)C	-2%	4%	-18%	.	-2%	.	0	7%	2%	21%	6%
Cc1ccc(Cl)c(NC(=O)COC(=O)C2CCC2)c1Cl	-2%	0%	-3%	10%	.	4%	-3	2%	0%	9%	.
S=c1nc(-c2ccccc2)n(CCN2CCOCC2)c2c1CCCC2	-1%	3%	2%	1%	-9%	5%	1	-3%	11%	?	0%
Cc1cc(C(=O)N/N=C/c2ccc[nH]2)n[nH]1	-28%	7%	?	-34%	2.8µM*	?	1	?	-31%[inhibitor]	?	13%
O=C(CCNC(=O)N1CC(=O)Nc2ccccc21)NCc1ccc(F)cc1	-1%	0%	1%	-21%	-16%	4%	2	0%	1%	13%	0%
CN(Cc1ccccc1)C(NC(=O)c1ccccc1)C(Cl)(Cl)Cl (stereo not given)	2%	2%	0%	14%	1%	27%	27	3%	0%	6%	-9%
CC(=O)Nc1ccc(Nc2nc(Cl)nc(Nc3ccc(NC(C)=O)cc3)n2)cc1	-7%	-5%	-3%	-16%	-3%	0%	1	0%	-3%	-15%	7%
CCOC(=O)c1ccc(N2C(=O)c3n[nH]c(-c4ccco4)c3C2c2ccc([N+](=O)[O-])cc2)cc1 (stereo not given)	-15%	1%	4%	-89%	0%[10 µM]	23%	1	-18%	-8%	23µM*	-14%
CCOC(=O)Cc1[nH]nc2c1C(C1C=CCCC1)C(C#N)=C(N)O2 (stereo not given)	2%	-29%	2%	-8%	21%	-5%	2	-19%	-3%	?	?
CC(C)c1onc(C(=O)NC(C)c2ccccc2)c1[N+](=O)[O-] (stereo not given)	-1%	-1%	-4%	-6%	8%	28%	22	1%	13%	15%	-14%
CCOc1cccc(C(=O)Nc2ccccc2C(=O)N2CCOCC2)c1	-1%	-3%	4%	-26%	-3%	5%	0	1%	6%	7%	-3%
COc1cccc(C2C3=C(CCCC3=O)NC3=C2C(=O)c2ccccc23)c1 (stereo not given)	-6%	5%	-2%	.	-23%	-2%	8	13%	-7%	-8%	-2%
CCOC(=O)c1sc(N)c(C(=O)OCC)c1COC(=O)C1CC(=O)N(Cc2ccco2)C1 (stereo not given)	3%	6%	-2%	-7%	20%	-5%	5	5%	-2%	?	18%
COc1cc(/C=N/NC(=O)c2nonc2C)ccc1O	-1%	2%	?	10%	12%	5%	1	3%	-1%	?	1%
CCc1cc(=O)oc2c(C)c(OCC(=O)NCc3ccccn3)ccc12	-4%	2%	3%	-18%	5%	-4%	-1	8%	-1%	2%	4%
Cc1ccc(NC(=O)Cn2nc(C)c3ccccc3c2=O)c(C)c1	-1%	1%	6%	11%	17%	-11%	1	-1%	-2%	10%	-1%
CCOC(=O)c1c(C)oc2cc(Br)c(OCC(N)=O)cc12	-3%	0%	6%	-18%	-35%	6%	-5	3%	-13%	5%	-1%
COc1ccc(S(=O)(=O)N2CCN(C3CCCC(C)C3)CC2)cc1 (stereo not given)	-7%	-1%	0%	-31%	-8%	1%	19	-4%	-4%	2%	-15%
O=C(NC1(C(F)(F)F)NC(=O)N(Cc2cccnc2)C1=O)c1cccs1 (stereo not given)	0%	4%	2%[2.3 µM]	-3%	5%	-5%	3	-2%	0%	2%	11%
COc1ccc([C@H]2[C@H](C(=O)C(C)(C)C)N3N=Cc4ccccc4C3[C@]23N=C(c2ccccc2)OC3=O)cc1OC (stereo not given in full)	-2%	2%	?	-3%	27%	-3%	3	0%	8%	-14%	-10%
O=C(Nc1ccc(S(=O)(=O)NCc2cccnc2)cc1)c1ccco1	0%	-4%	3%	-58%	12%[10 µM]	0%	-2	-7%	-3%	?	-21%
O=C(CSc1nnc(CNC(=O)c2ccccc2F)o1)NC1CCCC1	1%	0%	2%	2%	-8%	0%	-1	4%	0%	-8%	-1%
CC(=O)NC1C(OCc2cccc(Br)c2)OC(COC(C)=O)C(OC(C)=O)C1OC(C)=O (stereo not given)	-3%	-3%	-1%	0%	1%	7%	0	1%	12%	0%	1%
COCCCNC(=O)C1CC(=O)N(CCc2ccc(OC)c(OC)c2)C1 (stereo not given)	10%	-5%	1%	-14%	-14%	4%	2	2%	-7%	-2%	-4%
Cc1nn(C)cc1CN(C)S(=O)(=O)c1cccc([N+](=O)[O-])c1	-3%	2%	-2%	-2%	16%	14%	-4	-1%	-2%	8%	3%
C=CCn1c(O)c(N=NC(=O)CNC(=O)c2cccs2)c2ccccc21	12%	-7%	-2%	-27%	24%	-2%	3	-1%	-7%	-1%	-3%
Cc1c(C(=O)Nc2cccc(Cl)c2)oc2ccc(S(=O)(=O)N3CCC4(CC3)OCCO4)cc12	-27%	-2%	-4%	-72%	23%	-19%	-5	1%	-6%	9.2µM*	-1%
C=CCSc1nnc2c(n1)OC(C)=Nc1ccc(Br)cc1-2	0%	2%	1%	-17%	3%	9%	-4	-5%	0%	6%	3%
Cc1ccc(Nc2nc(CSc3nnc(-c4ccc(F)cc4)n3C)cs2)cc1	?	0%	1.3µM*	-4%	11µM*	?	-2	16%	?	?	3%
O=C(CCCc1ccccc1)NCc1ccc(F)cc1	1%	-15%	-20%	33%	43%	9%	?	0%	3%	12%	0%
Cc1oc(C(=O)O)cc1COc1ccc2c3c(c(=O)oc2c1C)CCCC3	9%	0%	-4%	.	0%	-4%	1	2%	11%	-2%	-2%
C=CCOc1ccc(-c2n[nH]c(=S)o2)cc1	-1%	-4%	24µM*	61%	11µM*	-1%	1	7%	-2%	?	-22%
FC(F)(F)c1cccc(CNC2CCN(Cc3ccccc3)CC2)c1	13%	-17%	6%	3%	?	.	2	?	-1%	-3%	14%
Cc1cccc(NC(=O)CSc2nnc(CN3CCOCC3)n2C)c1C	-1%	?	0%	6%	1%	0%	0	-3%	-11%	-3%	-5%
Nc1cccc(C(=O)Nc2cccc3ncccc23)c1	-3%	0%	-5%	-26%	.	.	1	2%	4%	6%	.
CC1(C)CC(=O)c2cc(OCC(=O)N3CCN(c4ccccc4F)CC3)ccc2O1	2%	0%	0%	-3%	15%	-5%	-3	-11%	-4%	-1%	-1%[0.365 µM]
CCCNC(=O)CCn1c(-c2ccc(C)cc2)cc(C(=O)OCC)c1C	-7%	0%	-1%	0%	-4%	-6%	?	2%	-6%	-1%	0%
CCOC(=O)N1CCC(NC(=O)Cc2cn(C)c3ccccc23)CC1	.	.	-1%	-8%	2%	.	-2	.	.	.	-2%
CN(CC(=O)NCc1ccc(F)cc1)Cc1ccc(Br)cc1	11%	-1%	0%	0%	29%	-7%	?	1%	0%	10%	-1%
COc1ccc(CNC(=O)C/C(C)=N/NC(=O)COc2cccc(C)c2)cc1	-2%	-8%	-6%	-11%	11%	-2%	-1	6%	4%	3%	-5%
CCc1ccc(NC(=O)CS(=O)CC(=O)Nc2ccc(F)cc2F)cc1 (stereo not given)	-4%	-8%	2%	0%	-1%	-13%	1	1%	-4%	3%	0%
Clc1cccc(Cl)c1Cn1cnc2c(NCc3ccco3)ncnc21	0%	4%	-1%	-59%	1%	10%	-2	-5%	-1%	?	-8%

Source: PubChem
